High-throughput results as filed in PubChem.
A-T KAP1 phos = qHTS Assay for Identifying a Potential Treatment of Ataxia-Telangiectasia; […] A-T fibroblasts, KAP-1 phosphorylation AlphaLISA; neocarzinostatin DNA damage 30 min before lysis; Potency, µM (titrated, usually from 57.5 µM), without a hit: at the highest dose activation, most hits filed as activators; 320,000 tested, 0.19% active; also: potency is read from the fitted curve at half-maximal effect; % of control where 0% means no effect; nearly all actives have a fitted effect of over 45% in size
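ATM-like activity read as KAP-1 phosphorylation via AlphaLISA donor/acceptor antibody pairs after lysis and 6 hr at 25C. Cells were ATM-null patient fibroblasts ([…], hTERT), dosed 60 min, then exposed to the DSB inducer NCS for 30 min.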
BCR signal inh = qHTS Assay to Find Inhibitors of Chronic Active B-Cell Receptor Signaling; ABC-DLBCL IkBa-CBG/CBR reporter, luminescence ratio, 4 h; Potency, µM (highest dose often 46.1 µM), for the others: top-dose ratio change, negative = lower green/red ratio, hits mostly inhibitors; 340,000 tested, 0.05% active; active = well fitted inhibition curve with a large enough effect in the signal ratio, with a control signal flat, not every such curve was filed as active; inconclusive = small, poorly fitted or top-dose-only effect, or effect the other way, or a change in a side signal; the % refers to the signal ratio;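 also: potency is read from the fitted curve at half-maximal effect; plate controls were basal doxycycline-induced cells for no effect and cells given 10 µM MG132 for full effect; MG132 reads +100%, hits lower the ratio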
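TMD8 human ABC-DLBCL cells with doxycycline-inducible IκBα–green luciferase fusion and unfused red luciferase, in 0.5% FBS medium; compounds up to 46 uM, 4 h at 37C. Green/red luminescence ratio, filter-overlap corrected, fitted to concentration-response curves.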
TSHR antag = Antagonists of the Thyroid Stimulating Hormone Receptor: HTS campaign; Thyrotropin receptor (Homo sapiens), P16473; TSHR-expressing cells, TSH-stimulated cAMP HTRF, 2 h; active compounds read low; activity change, negative = inhibition, % at 11.5 µM; 330,000 tested, 0.2% active;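 active = activity change below a set negative limit, meaning inhibition stronger than a set level, cut at about -70% in these data; inconclusive = activity change between two set negative limits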; also: % is scaled to controls: 0 for no effect and ±100 for the full control effect
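Inhibition of cAMP made by TSHR-expressing cells under TSH stimulation (4nM final, EC80; 2 h, 37 deg C) is quantified with a one-step lysis HTRF kit, anti-cAMP cryptate versus cAMP-d2.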
Tb PFK block = qHTS Assay to Find Inhibitors of T. brucei phosphofructokinase | T. brucei PFK, ADP-Glo luminescence | Potency, µM (top dose mostly 57.5 µM), without a hit: top-dose activity, negative = inhibition, hits mostly inhibitors | 330,000 tested, 0.17% active;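 also: potency is read from the fitted curve at half-maximal effect; 0% = uninhibited 1x PFK enzyme wells and -100% = no-enzyme wells; nearly all actives have a fitted effect of over 60% in size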
Target sequence (O15648 whole entry, looked up): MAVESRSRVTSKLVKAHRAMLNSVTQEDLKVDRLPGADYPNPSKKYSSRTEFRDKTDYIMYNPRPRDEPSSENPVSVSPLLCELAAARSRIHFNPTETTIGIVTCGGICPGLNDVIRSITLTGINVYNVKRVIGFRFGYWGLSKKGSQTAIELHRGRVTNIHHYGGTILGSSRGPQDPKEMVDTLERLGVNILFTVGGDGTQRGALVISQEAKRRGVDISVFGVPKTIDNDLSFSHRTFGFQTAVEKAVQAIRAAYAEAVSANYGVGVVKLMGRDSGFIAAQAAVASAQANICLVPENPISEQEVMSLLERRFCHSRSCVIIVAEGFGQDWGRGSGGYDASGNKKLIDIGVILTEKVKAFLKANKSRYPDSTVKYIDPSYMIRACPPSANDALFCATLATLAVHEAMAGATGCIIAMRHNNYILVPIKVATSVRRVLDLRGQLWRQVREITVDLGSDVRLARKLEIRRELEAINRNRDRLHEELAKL
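ADP-Glo luminescence quantified ADP after 45 min at room temperature, with 1.25 nM T. brucei PFK, 0.1 mM ATP and 0.5 mM fructose-6-phosphate in pH 8.0 TEA buffer. qHTS titrations up to 57 µM; curves classified by quality.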
PTAP TSG101 blk = qHTS Assay for Iinhibitors of HIV-1 Budding by Blocking the Interaction of PTAP/TSG101. AID 493005, 2010. Fluorescence polarization, FITC-PTAP peptide / Tsg101 binding. Tumor susceptibility gene 101 protein (Homo sapiens), Q99816. Potency, µM (doses to about 115 µM), for the others: at the top dose activity change, negative = inhibition, usual class: inhibitors. 340,000 tested, under 10 active; active = well fitted inhibition curve with a large enough effect in the main read-out, with a control signal flat, not every such curve was filed as active; inconclusive = small, poorly fitted or top-dose-only effect, or effect the other way, or a change in a side signal; inactive = no such curve, though single readings can be large or run the other way; also: potency is read from the fitted curve at half-maximal effect; % of control where 0% means no effect
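Steps: Tsg101 binding domain dispensed (10 uM final), compounds pinned in DMSO, FITC-labeled PTAP-motif peptide added (50 nM final); after 20 min binding at room temperature, polarization measured.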
Eya2 phos inh = qHTS Assay for Inhibitors of the Phosphatase Activity of Eya2 | recombinant Eya2, OMFP fluorescence dephosphorylation (OMFP is methylfluorescein phosphate) | Potency, µM (highest dose often 76.9 µM), for inactives: top-dose activity, negative = inhibition, actives largely listed as inhibitors | 330,000 tested, 0.006% active; also: potency is read from the fitted curve at half-maximal effect; % is scaled to controls: 0 for no effect and ±100 for the full control effect
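Eya2 protein (added as 0.2 uM solution) was preincubated with compound for 10 min at ambient temperature in 50 mM HEPES pH 7.5, 50 mM NaCl, 5 uM MgCl2, 0.05% BSA, 1 mM DTT. OMFP (added at 50 uM) then reacted 10 min; fluorescence read at 485/525 nm.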
ELG1 repair inh = qHTS screen for small molecules that inhibit ELG1-dependent DNA repair in human embryonic kidney (HEK293T) cells expressing luciferase-tagged ELG1; HEK293T ELG1-luciferase reporter, luminescence, 16 h; DNA damage induced by 5-fluorouridine; Potency, µM (series often up to 46.1 µM), inactives show top-dose activity change, negative = inhibition, hits mostly inhibitors; 330,000 tested, 2.3% active; also: potency is read from the fitted curve at half-maximal effect; % is scaled to controls: 0 for no effect and ±100 for the full control effect; nearly all actives have a fitted effect of over 55% in size
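Luminescence from the luciferase reporter, measured 30 min after ONE-Glo reagent at room temperature, was the read-out. Beforehand, 2,000 cells per well were exposed for 16 hr at 37 °C to 5-fluorouridine together with compound or vehicle.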
Mito fusion act = qHTS Assay for Small Molecule Inhibitors of Mitochondrial Division or Activators of Mitochondrial Fusion | 320,000 tested, 0.23% active | Potency, µM (top dose mostly 46.1 µM), inactives show at the highest dose growth rescue (activation), actives largely listed as activators | S. cerevisiae fusion-defective mutant growth rescue, CellTiterGlo 48 h;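 also: potency is read from the fitted curve at half-maximal effect; % of control where 0% means no effect; nearly all actives have a fitted effect of over 45% in size; temperature-sensitive fusion mutants such as fzo1-1 at 37 °C on non-fermentable ethanol glycerol medium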
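Compounds are tested for their ability to restore growth of mitochondrial fusion-defective yeast strains at non-permissive 37C in YPEG medium over 48 hours. Viability is quantified by luciferase luminescence.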
a7 integrin act = qHTS for Activators of Integrin-Mediated Alleviation for Muscular Dystrophy; alpha7betagal myoblasts, beta-gal FDG fluorescence, 48 h; Potency, µM (doses to about 38.3 µM), for the others: at the top dose activation, actives largely listed as activators; 350,000 tested, 0.064% active;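 also: potency is read from the fitted curve at half-maximal effect; 100% = response of the positive control SU9516; nearly all actives have a fitted effect of over 60% in size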
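Alpha7betagal+/- myoblasts (passage 13) were plated 16-24 hr, then exposed to compounds (1:260 dilution of DMSO stock) for 48 hours at 37C. After MPER lysis, β-galactosidase reporter activity was read as FDG fluorescence (ex 480/em 540) after 30 minutes.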
TCR activator = Activators of T cell receptors: qHTS campaign | 330,000 tested, under 10 active | Potency, µM (series often up to 9.22 µM), for the others: at the highest dose activation of IL-2 secretion, usual class: activators | primary human leukocytes, anti-CD3, IL-2 HTRF, 48 h; also: % of control where 0% means no effect
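Compounds are tested in HTS on primary human leukocytes co-incubated with a-CD3 beads for 48 hr. IL-2 output is measured by time-resolved FRET.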
ASM inhibitor = Inhibitors of Secretory Acid Sphingomyelinase (S-ASM): qHTS; Sphingomyelin phosphodiesterase (Homo sapiens), P17405; Potency, µM (titrated, usually from 57.5 µM), for inactives: at the highest dose activity change, negative = inhibition, most hits filed as inhibitors; 340,000 tested, 0.006% active; placental ASM, HMU-PC fluorogenic substrate, 60 min; also: potency is read from the fitted curve at half-maximal effect
Target sequence (P17405 47-631 limits assumed): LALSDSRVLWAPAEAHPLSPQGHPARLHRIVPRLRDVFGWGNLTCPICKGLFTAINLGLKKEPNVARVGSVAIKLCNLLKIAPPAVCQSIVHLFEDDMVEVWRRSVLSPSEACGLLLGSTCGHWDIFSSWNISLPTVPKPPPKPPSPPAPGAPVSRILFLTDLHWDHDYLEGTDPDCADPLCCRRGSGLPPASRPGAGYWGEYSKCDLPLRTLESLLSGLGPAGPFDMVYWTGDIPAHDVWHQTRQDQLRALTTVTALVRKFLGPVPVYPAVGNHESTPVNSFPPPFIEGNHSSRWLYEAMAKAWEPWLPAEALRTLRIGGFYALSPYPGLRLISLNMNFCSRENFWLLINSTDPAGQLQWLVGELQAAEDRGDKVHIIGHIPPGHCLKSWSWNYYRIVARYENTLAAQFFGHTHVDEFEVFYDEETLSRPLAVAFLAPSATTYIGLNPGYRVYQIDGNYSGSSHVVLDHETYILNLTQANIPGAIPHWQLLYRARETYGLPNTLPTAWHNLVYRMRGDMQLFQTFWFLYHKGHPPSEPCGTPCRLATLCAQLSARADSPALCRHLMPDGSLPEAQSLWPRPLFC
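HMU-PC0 cleavage (9 uM final) by human placental ASM, 60 min at 37 °C following 10 min compound exposure at RT; stopped at pH 10, fluorescence Ex 386/Em 447 nm.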
* marks the source's active call; other numbers are inactive results; ? = inconclusive; . = no result given; & = joins results of further samples; ! = not confirmed by another sample; [ ] = another dose, or the depositor's remark. Unless noted, calls follow the shape of the dose curve; as a rule, active = well fitted curve in the direction sought with a large enough effect; inconclusive = small, poorly fitted or top-dose-only effect, or another doubt; inactive = no such curve, though single readings can be large; an effect the other way counts as inactive or inconclusive.

SMILES	A-T KAP1 phos	BCR signal inh	TSHR antag	Tb PFK block	PTAP TSG101 blk	Eya2 phos inh	ELG1 repair inh	Mito fusion act	a7 integrin act	TCR activator	ASM inhibitor
Cc1cc(N/N=C/c2ccc(F)cc2)nc(NCc2ccccc2)n1	1%	?	-5	0%	-1%	-2%	0%	3%	-23%	2%	-4%
COc1ccc([C@]23Cc4cc(OC)c(OC)cc4C(O2)C2=C(CC4(CCCCC4)OC2=O)O3)cc1	-8%[11.5 µM]	19%[9.22 µM]	.	-5%[11.5 µM]	.	-8%[15.4 µM]	.	0%[9.22 µM]	.	.	.
O=C(Nc1ccc2c(c1)nc1n2CCN(C2CCCCC2)C1)NC1CCCCC1	-10%	0%	33	-5%	.	-16%	?	3%	.	.	.
CC1(C)N=C(N)NC(Nc2ccc(Br)cc2)=N1	2%	-31%	1	?	-5%	3%	-2%	-9%	-41%	3%	0%
Cc1cc(C)nc(SCC(=O)c2ccc(C)c(C)c2)n1	16%	-2%	4	0%	-8%	13%	?	-1%	16%	.	-3%
CS(=O)(=O)Nc1ccc([N+](=O)[O-])cc1Oc1ccccc1	4%	1%	-23&-11	-1%	2%	19%&-2%	-4%	23µM*!	.	11%	7%
C=CCSc1nnc(-c2cnn(-c3ccccc3)c2-n2cccc2)n1C	0%	5%	11	-2%	-1%	-9%	6%	3%	18%	1%	0%
CCOC(=O)c1nnn(CC(=O)N2N=C(c3ccccc3)CC2c2ccccc2)c1C(=O)OCC (stereo not drawn)	.	3%	-13	6%	1%	-7%	8%	3%	12%	-5%[46.1 µM]	-8%
CN1C=C(C(F)(F)F)C=C/C1=C(\C#N)c1nnc2n1CCCCC2	-6%	-1%	0	1%	-2%	3%	-11%	-4%	11%	-10%	0%
Cc1cc2cc(CCNC(=O)c3ccc(C)c([N+](=O)[O-])c3)c(=O)[nH]c2cc1C	13%	4%	7	-2%	-4%	-4%	?	4%	17%	2%[46.1 µM]	-29%
Cc1nc(/C=C\C(=O)O)c2cc(C)oc2n1	-1%	10%	-2	0%	-3%	2%	-6%	23%	-18%	-3%	241%[activator]
CCOC(=O)c1c(C)nc(-c2ccccc2)nc1N	0%	0%	-8	-3%	-7%	8%	?	1%	5%	1%	5%
COc1ccc(CC(=O)NNC(=S)Nc2ccccc2)cc1Cl	-6%	-11%	-26	4%	0%	4%	7%	12%	-5%	7%	-4%
Cn1c(N)c(C(=O)COC(=O)C2CCCN2C(=O)c2cccs2)c(=O)n(C)c1=O (stereo not drawn)	1%	1%	12	-2%	-10%	0%	?	-7%	3%	-3%	7%
Cc1cccc(CSc2nnc([C@@H]3CCCN3)o2)c1	-4%	-2%	12	-7%	-9%	3%	15%	-4%	4%	-3%	1%
CCN(CC)CCN(Cc1cc2cc3c(cc2[nH]c1=O)OCO3)C(=S)NCCOC	-8%	-7%	7	1%	5%	-7%	11%	2%	-18%	3%	52%[activator]
CCCC[C@@H]1CNC(=S)N1CCc1cccc2ccccc12	1%	2%	-6	0%	-5%	3%	-15%	7%	24%	5%	-3%
O=C(CSc1nc(NS(=O)(=O)c2ccccc2)cc(=O)[nH]1)Nc1ccccc1Cl	2%	-1%	-1	-2%	0%	-11%	?	-1%	22%	-1%	4%
COc1ccccc1NC(=O)COC(=O)CN1C(=O)C(=O)c2ccccc21	0%	?	8	1%	-8%	-1%	17%	9%	0%	-19%	-1%
CCN(CC)C(=O)Oc1ccc(NC(C)=O)cc1	5%	0%	7	20%	-4%	6%	7%	4%	-9%	-3%	-2%
Cc1ccc(C)c(S(=O)(=O)N2CCN(C(=O)CCNS(=O)(=O)c3ccc(C)c(C)c3)CC2)c1	3%	0%	3	5%	-6%	-7%	?	-2%	0%	-2%	-2%
Cc1ccc(SCc2cc(=O)n3ccsc3n2)c(C)c1	0%	1%	9	-5%	.	2%	?	1%	.	16%[46.1 µM]	.
CCOc1ccc(-c2c(C(=O)N/N=C/c3ccc(C)cc3)nnn2-c2nonc2N)cc1	-9%	11%	1	-1%	-11%	-2%	-6%	0%	-21%	4%	-2%
Cc1ccc2nc(-c3ccc(NC(=O)CSc4nccc(=O)[nH]4)cc3)sc2c1	3%	1%	-26	0%	4%	3%	?	-6%	-10%	-2%	132%[activator]
Clc1ccccc1N/N=C/c1ccc2c(c1)OCO2	-4%	0%	-7	-1%	0%	-4%	?	0%	-6%	-4%	-4%
CC(=O)N/C(=C\c1ccc(C)o1)C(=O)NCc1ccccc1	5%	-3%	0	0%	-1%	-3%	-1%	1%	11%	.	0%
C=C1C[C@H](O[C@@H]2O[C@H](CO)[C@@H](O)[C@H](O)[C@H]2O)[C@@H]2[C@H](OC(=O)[C@H]2C)[C@H]2[C@H](C)[C@H](O)C[C@@H]12	10%	2%	-1	0%	-3%	21%	13%	.	20%	6%	6%
CCOC(=O)C(Cc1ccccc1)c1ccnc2ncnn12 (stereo not drawn)	2%	-3%	-5	-1%	-6%	-5%	15%	5%	-6%	.	-2%
CCc1ccccc1NC(=O)c1ccc2nc(N3CCOCC3)sc2c1	-2%	-1%	-11	6%	-6%	3%	10%	5%	20%	8%	1%
COc1ccc(Br)cc1/C=c1\sc2nc(-c3ccco3)nn2c1=O	-2%	19%	-5	?	-3%	-11%	20%	5%	-36%	-3%	-13%
COc1cccc(CN(C)C(=O)CSCC(=O)Nc2cc(C)on2)c1OC	1%	2%	2	-2%	-5%	-22%	-1%	-4%	-8%	4%	3%
Cc1nc(SCC(=O)Nc2cccnc2Cl)nc(C)c1C	8%	-16%	11	-20%	0%	9%	-2%	3%	-8%	-4%	1%
COc1cccc(C(=O)NCC(=O)N/N=C/c2cccc(OC(=O)c3ccc([N+](=O)[O-])cc3)c2)c1	0%	-17%	-19	-7%	-3%	-22%	15%	0%	2%	5%[46.1 µM]	-7%
CCc1ccc(NC(=O)c2ccccc2NC(=O)C2CCCO2)cc1 (stereo not drawn)	.	-13%	-2	2%	.	-2%	?	3%	-19%	.	-1%
COc1ccc2[nH]c3c(c2c1)CCN1C(=O)C(CC(=O)NCCCN(C)C)C[C@H](C(=O)N2CCOCC2)[C@@]31CCC1CCCC1 (stereo partly drawn)	-3%	-13%	26	-11%	-1%	6%	11%	.	-6%	-6%[46.1 µM]	3%
O=C(C1CCCN(Cc2cccnc2)C1)N1CCCCC1 (stereo not drawn)	-1%	3%	-2	7%	0%	16%	1%	-1%	12%	3%	-2%
COC(=O)c1ccsc1NC(=O)CN1C(=O)CCC1=O	-3%	0%	0	1%	-1%	0%	14%	17%	16%	-3%	2%
Cc1cc2ccc3ccccc3c2cc1CN(C)C	7%	?	11	1%	-1%	4%	?	-7%	-57%[inhibitor]	-17%	-1%
CC1(c2ccc(Cl)c(Cl)c2)NC(=S)N2C1NC(=S)N2c1ccccc1 (stereo not drawn)	-4%	-2%	-9	-12%	6%	1%	16%	-6%	-12%	-1%	?
CCCn1c(NC(=O)c2ccccc2Br)nc2ccccc21	-3%	-2%	7	-1%	-4%	5%	0%	-4%	-42%	5%	8%
c1ccc2c(c1)nc(Nc1ccc3c(c1)OCO3)c1nnnn12	0%	?	-3	-7%	-3%	-17%	?	3%	-28%	-3%	-1%
